Screens (PubChem BioAssay)
RORgamma inh = ROR gamma (mouse) transcription inhibition; Drosophila S2 Gal4-RORgamma UAS-luciferase reporter, 20 h; Potency, µM (series often up to 53.6 µM), for inactives: at the highest dose activity change, negative = inhibition, hits mostly inhibitors; 310,000 tested, 5.4% active; note: potency is the fitted concentration of half-maximal effect; % is set by controls: 0 for no effect and ±100 for the full control effect; nearly all actives have a fitted effect of over 60% in size
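A Gal4/UAS one-hybrid system in insect cells: metallothionein-promoter Gal4–ROR gamma fusion plus Photinus luciferase reporter. Copper sulfate 700 uM final, 20 hr ambient incubation, luminescent detection after 10 min with reagent.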
BRCA1 expr act = increases BRCA1 expression; MCF7-BRCA1-FFLuc reporter, luminescence, 48 h; response scale: scaled: vehicle 0%, 10 µM genistein 100%; Potency, µM (series often up to 46.1 µM), inactives show at the highest dose activation, most hits filed as activators; 380,000 tested, 1.1% active; note: potency is the fitted concentration of half-maximal effect; nearly all actives have a fitted effect of over 80% in size; some results filed as inactive show a strong effect at the top dose
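Activators of BRCA1 expression were detected as increased firefly luciferase luminescence in engineered MCF7 cells after 48 h compound incubation. Signals were scaled to genistein 10 microM as full activation.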
p53 reactivator = mutant p53 re-activation in reporter cells | Potency, µM (highest dose often 92.2 µM), for the others: top-dose activity change, positive = activation, most hits filed as activators | H1299 p53-A138V BP100-luciferase reporter, luminescence, 24 h | 320,000 tested, 0.063% active; note: potency is the fitted concentration of half-maximal effect; % of control where 0% means no effect; nearly all actives have a fitted effect of over 45% in size
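H1299 (p53-null), stable ts p53-A138V + BP100-Luc; 1000 cells/well, Opti-MEM/10% FBS; cpd 4 pt, 1:5; 24 h, 37 deg C, 5% CO2; detection reagent 10 min RT; luminescence.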
Rab9 promoter act = Rab9 promoter activation. 320,000 tested, 2.8% active. Huh7 Rab9 promoter-luciferase reporter, luminescence, 24 h. Potency, µM (top dose mostly 9.22 µM), without a hit: top-dose activation, negative = inhibition, usual class: activators; note: potency is the fitted concentration of half-maximal effect; % of control where 0% means no effect; nearly all actives have a fitted effect of over 60% in size
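Quantitative HTS format; Huh7 Rab9-luciferase reporter cells (1500/well) receive compound 2 h post-plating, incubate 24 h at 37 °C, then get luciferase reagent for 10 min before luminescence reading.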
Gal4-VP16 FLuc = inhibits Gal4-VP16 luciferase reporter, ROR gamma counter-screen. AID 2546. Drosophila S2 Gal4-VP16 UAS-luciferase, luminescence, 20 h. Potency, µM (series often up to 53.6 µM), for the others: at the highest dose activity, negative = inhibition, actives largely listed as inhibitors. 310,000 tested, 3.5% active;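 note: Gal4-VP16 expression switched on by copper sulfate through the metallothionein promoter; potency is the fitted concentration of half-maximal effect; % is set by controls: 0 for no effect and ±100 for the full control effect; nearly all actives have a fitted effect of over 50% in size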
PKM2 activator = increases activity of human pyruvate kinase M2; Potency, µM (top dose mostly 57.5 µM), inactives show at the highest dose activation, actives largely listed as activators; P14618; purified PKM2, Kinase-Glo ATP luminescence, activation; response scale: 0% is enzyme alone, no compound; 260,000 tested, 0.34% active; AID 1631; note: potency is the fitted concentration of half-maximal effect; % is set by controls: 0 for no effect and ±100 for the full control effect; nearly all actives have a fitted effect of over 55% in size
Target sequence (P14618 whole entry, looked up): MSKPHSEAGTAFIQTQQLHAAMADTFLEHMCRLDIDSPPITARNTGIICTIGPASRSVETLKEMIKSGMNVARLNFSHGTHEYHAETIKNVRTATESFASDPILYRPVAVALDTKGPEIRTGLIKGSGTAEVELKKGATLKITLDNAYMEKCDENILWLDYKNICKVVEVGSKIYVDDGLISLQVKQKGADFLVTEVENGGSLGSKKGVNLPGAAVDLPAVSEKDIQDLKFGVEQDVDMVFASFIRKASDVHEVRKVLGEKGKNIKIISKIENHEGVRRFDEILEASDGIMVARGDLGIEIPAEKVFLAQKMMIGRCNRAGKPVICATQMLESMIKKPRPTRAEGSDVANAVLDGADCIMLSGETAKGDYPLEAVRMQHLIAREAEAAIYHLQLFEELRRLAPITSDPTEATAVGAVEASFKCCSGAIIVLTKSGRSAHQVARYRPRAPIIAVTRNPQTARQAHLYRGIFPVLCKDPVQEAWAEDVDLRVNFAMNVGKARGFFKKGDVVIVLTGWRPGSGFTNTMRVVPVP
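Kinase-Glo luminescence reports ATP generated from ADP (0.1 mM) and PEP (0.5 mM) by purified hPK-M2 after 1 h at room temperature, pH 7.2 imidazole buffer; intermediate enzyme activity allows detecting inhibitors and activators.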
Giardia killer = Giardia lamblia killing | Giardia lamblia trophozoite viability | activity change, % at 7.66 µM, hits read low | 340,000 tested, 0.15% active; in the data active = activity change below about -80%; inconclusive = between about -30% and that limit;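 note: parasites exposed to compound for two days anaerobically before the ATP read; % is set by controls: 0 for no effect and ±100 for the full control effect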
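Anaerobic 48 hrs incubation at 37 deg C of 100 trophozoites/well with test compounds; ATPLite 1-Step luminescence, 15-30 min RT, reports cellular ATP as viability.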
ELG1 genotoxic = induces genotoxicity in HEK293T cells with luciferase-tagged ELG1; AID 504466; HEK293T ELG1-luciferase reporter, luminescence, 16 h; 330,000 tested, 1.3% active; Potency, µM (top dose mostly 46 µM), without a hit: at the highest dose activity change, positive = activation, actives largely listed as activators; note: potency is the fitted concentration of half-maximal effect; % of control where 0% means no effect; nearly all actives have a fitted effect of over 60% in size
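Genotoxic stress is detected as increased luminescence from luciferase-tagged ELG1 in HEK293T cells, measured with ONE-Glo after a 16 hr treatment at 37 °C.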
Menin MLL FP TR = displaces Texas Red mutant MLL peptide from human menin | Menin + Texas Red MLL mutant peptide, fluorescence polarization | Potency, µM (highest dose often 61.6 µM), for inactives: top-dose FP activity change, negative = inhibition, hits mostly inhibitors | 270,000 tested, 0.23% active; active = well fitted inhibition curve with a large enough effect in the polarisation, with a control signal flat, not every such curve was filed as active; inconclusive = small, poorly fitted or top-dose-only effect, or effect the other way, or a change in a side signal; inactive = no such curve, though single readings can be large or run the other way; the % refers to the polarisation; note: potency is the fitted concentration of half-maximal effect; % of control where 0% means no effect; many of its hits are not listed in these tables
NPC1 promoter act = NPC1 promoter activation; AID 485313; 320,000 tested, 2.4% active; Potency, µM (series often up to 9.22 µM), inactives show top-dose activation, most hits filed as activators; Huh7 NPC1 promoter luciferase reporter, 24 h;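 note: potency is the fitted concentration of half-maximal effect; % of control where 0% means no effect; nearly all actives have a fitted effect of over 60% in size; reporter is driven by a mutant NPC1 promoter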
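Stably transfected Huh7 (NPC1 promoter→luciferase), 1500 cells/well in Opti-MEM + 10% FBS, 2 h settle, then compound 24 h at 37 °C. Luminescence after 10 min with Amplite reagent.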
FLuc modulator = inhibits or activates purified firefly luciferase, miR-21 counter-screen; P08659; purified FLuc, Km substrates, luminescence inhibition; Potency, µM (top dose mostly 57.5 µM), for the others: at the highest dose activity change, negative = inhibition, actives largely listed as inhibitors; 360,000 tested, 6.9% active; AID 588342;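 note: potency is the fitted concentration of half-maximal effect; plate controls were vehicle for no effect and reference inhibitor for full effect; nearly all actives have a fitted effect of over 55% in size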
Target sequence (P08659 whole entry, looked up): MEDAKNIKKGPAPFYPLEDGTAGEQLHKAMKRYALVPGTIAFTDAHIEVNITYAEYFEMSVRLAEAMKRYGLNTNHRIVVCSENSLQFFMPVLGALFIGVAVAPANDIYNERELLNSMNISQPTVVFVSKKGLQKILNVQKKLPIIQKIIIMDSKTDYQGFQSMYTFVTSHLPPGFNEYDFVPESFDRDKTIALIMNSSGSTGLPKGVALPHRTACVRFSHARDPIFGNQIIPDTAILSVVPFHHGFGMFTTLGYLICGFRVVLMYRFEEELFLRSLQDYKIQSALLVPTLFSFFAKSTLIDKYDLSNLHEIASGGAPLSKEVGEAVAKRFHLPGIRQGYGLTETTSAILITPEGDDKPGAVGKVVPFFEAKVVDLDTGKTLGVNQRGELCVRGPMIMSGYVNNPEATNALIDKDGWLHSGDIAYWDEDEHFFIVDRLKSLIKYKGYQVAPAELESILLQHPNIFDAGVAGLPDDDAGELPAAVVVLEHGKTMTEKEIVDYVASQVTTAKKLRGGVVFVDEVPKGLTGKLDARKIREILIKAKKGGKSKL
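Purified P. pyralis luciferase (10nM final) with 10uM D-luciferin and 10uM ATP (Km levels) in 50mM Tris acetate pH 7.5, 10mM Mg acetate, 0.01% Tween-20, 0.05% BSA; qHTS 6-point titration, ~60 µM downward; luminescence read.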
An asterisk follows results filed as active; u = inconclusive; x = not tested or not shown; & = joins results of further samples; [ ] = remark or other dose. Unless noted, calls come from the whole dose curve; as a rule, active = well fitted curve in the direction sought with a large enough effect; inconclusive = small, poorly fitted or top-dose-only effect, or another doubt; inactive = no such curve, though single readings can be large; an effect the other way counts as inactive or inconclusive. This is a subset. The share of hits here may be higher or lower than overall.

Start of the data: the first 7 entries as a preview:
item	compound	RORgamma inh	BRCA1 expr act	p53 reactivator	Rab9 promoter act	Gal4-VP16 FLuc	PKM2 activator	Giardia killer	ELG1 genotoxic	Menin MLL FP TR	NPC1 promoter act	FLuc modulator
1	COCCn1nnnc1C(c1ccc(O)c(OC)c1)N1CCc2ccccc2C1 (stereo not drawn)	3%	27%	3%	-1%	7%	13%	27	-6%	-13%	0%	u
2	OCCC1CN(Cc2cccn2-c2ncccn2)CCN1CCc1ccccc1 (stereo not drawn)	0%	-18%	-1%	2%	0%	6%	-6	-1%	-11%	0%	0%
3	CCOc1ccc(S(=O)(=O)NC(C)C(=O)NC2CCCC2)cc1 (stereo not drawn)	5%	-2%	5%	-5%	5%	5%	21	3%	x	3%	-1%
4	COC(=O)COc1ccc(C2Nc3c(Cl)ccc(C(=O)O)c3C3C=CCC32)cc1 (stereo not drawn)	8%	-1%	3%	-13%	-3%	u	6	-1%	31%	-3%	u
5	Cc1ccc(-c2c[n+](=O)c3c(n2[O-])CCC3)cc1	-8%	21%	1%	0%	-9%	-3%	3	3%	x	2%	0%
6	Cc1cc(=O)[nH]c2c1c(-c1ccccc1)nn2C	9%	-13%	-7%	-6%	-3%	1%	-2	5%	x	-3%	2%
7	CCOC(=O)C1=C(COC(=O)c2cc(OC)c(OC)c(OC)c2)NC(=O)NC1C (stereo not drawn)	x	-12%	-9%	-7%	x	x	-14	1%	x	1%	3%

The listing, from the start:
item	compound	RORgamma inh	BRCA1 expr act	p53 reactivator	Rab9 promoter act	Gal4-VP16 FLuc	PKM2 activator	Giardia killer	ELG1 genotoxic	Menin MLL FP TR	NPC1 promoter act	FLuc modulator
1	COCCn1nnnc1C(c1ccc(O)c(OC)c1)N1CCc2ccccc2C1 (stereo not drawn)	3%	27%	3%	-1%	7%	13%	27	-6%	-13%	0%	u
2	OCCC1CN(Cc2cccn2-c2ncccn2)CCN1CCc1ccccc1 (stereo not drawn)	0%	-18%	-1%	2%	0%	6%	-6	-1%	-11%	0%	0%
3	CCOc1ccc(S(=O)(=O)NC(C)C(=O)NC2CCCC2)cc1 (stereo not drawn)	5%	-2%	5%	-5%	5%	5%	21	3%	x	3%	-1%
4	COC(=O)COc1ccc(C2Nc3c(Cl)ccc(C(=O)O)c3C3C=CCC32)cc1 (stereo not drawn)	8%	-1%	3%	-13%	-3%	u	6	-1%	31%	-3%	u
5	Cc1ccc(-c2c[n+](=O)c3c(n2[O-])CCC3)cc1	-8%	21%	1%	0%	-9%	-3%	3	3%	x	2%	0%
6	Cc1cc(=O)[nH]c2c1c(-c1ccccc1)nn2C	9%	-13%	-7%	-6%	-3%	1%	-2	5%	x	-3%	2%
7	CCOC(=O)C1=C(COC(=O)c2cc(OC)c(OC)c(OC)c2)NC(=O)NC1C (stereo not drawn)	x	-12%	-9%	-7%	x	x	-14	1%	x	1%	3%
8	CN(CC(=O)Nc1c(Cl)cccc1Cl)C(=O)c1cc2ccccc2cc1O	x	-1%	-1%	-1%	x	x	-19	1%	x	1%	4%
9	CCC(C)(C)n1nnnc1C(c1ccncc1)N1CCC(Cc2ccccc2)CC1 (stereo not drawn)	19%	-52%	10%	-7%	-7%	5%	-6	-7%	-6%	-5%	-1%
10	O=C(Nc1ccccc1C(F)(F)F)c1ccsc1	5%	14%	6%	0%	7%	x	7	0%	9%	-2%	1%
11	Cc1cc(=O)oc(C)c1C(=O)NCCC(C)C	-8%	4%	-1%	-2%	14%	3%	1	1%	u	0%	8%
12	COc1ccccc1OCC(=O)NCCNC(=O)COc1ccccc1OC	0%	-1%	-15%	4%	-1%	-1%	1	2%	-15%	-2%	1%
13	O=C(CCc1ccccc1)NC1CCCc2ccccc21 (stereo not drawn)	u	-17%	-6%	-1%	3%	7%	-19	-5%	11%	-8%	0%
14	Cc1cc(C)c(C)c(S(=O)(=O)Nc2ccc(C(=O)N3CCCC3)cc2)c1C	-1%	-17%	-6%	8%	3%	0%	-3	-3%	u	-4%	1%
15	CCCc1[nH]nc2c1C(c1ccc(Br)s1)C(C#N)=C(N)O2 (stereo not drawn)	13µM*	-14%	3%	2%	u	5%	1	u	12%	-1%	3%
16	O=C(CSc1nnnn1-c1ccccc1)NCc1ccco1	u	1%	-2%	0%	-6%	0%	-9	0%	-19%	-1%	2%
17	Cc1ccc2cccc(NC(=S)NC(=O)c3ccccc3)c2n1	1.8µM*	-62%	4%	15%	7.9µM*	0%	13	0%	u	19%	u
18	CO/N=C/C(=N\Nc1ccc(C)cc1)C(=O)c1ccc(OC)cc1	-11%	-66%	-2%	-22%	-6%	0%	-1	-2%	0%	-22%	-1%
19	O=S(=O)(NCC1CCN(S(=O)(=O)c2ccccc2)CC1)c1ccccc1	4%	-17%	3%	-4%	-5%	2.8µM*	8	-1%	22%	-2%	-1%
20	c1ccc(-c2cccs2)nc1	11%	15%	-2%	0%	7%	5%	1	-2%	x	1%	5%
21	S=C(NCCc1ccncc1)Nc1ccccc1	-16%	12%	-1%	0%	-1%	0%	8	-8%	6%	-1%	1%
22	O=C(CCC(=O)NNC(=O)c1ccc([N+](=O)[O-])cc1)NCc1ccccc1	3%	-18%	18%	-3%	9%	-4%	-10	-2%	9%	1%	-3%
23	COC(=O)C(C)Oc1ccc2c3c(c(=O)oc2c1)CCCCC3 (stereo not drawn)	-24%[0.365 µM]	4%	1%	-8%	x	12%	-5	8%	u	0%	-11%
24	CCOc1ccc(N(CC(=O)Nc2cc(C)ccc2C)S(=O)(=O)c2c(C)[nH]c(=O)[nH]c2=O)cc1	-1%	15%	15%	0%	-7%	0%	8	2%	x	-4%	5%&-3%
25	COc1ccc(Cc2nc3ccccc3n2CC(=O)N/N=C/c2ccc(C)cc2O)cc1OC	3.5µM*	-51%	-1%	-5%	6.3µM*	-4%	0	-1%	19%	-11%	2%
26	O=C(N/N=C/c1c(O)n(-c2ccc(Cl)cn2)c(=O)c2ccccc12)C1CC1	5.6µM*	-34%	13%	-4%	7.9µM*	3%	-14	1%	-6%	-1%	-17%
27	COc1cc(C(=O)NC(=S)Nc2ccccc2N2CCCC2)cc(OC)c1OC	4.5µM*	-17%	6%	2%	4µM*	1%[0.46 µM]	-1	-1%	7%	0%	-1%
28	Cc1ccc(C)c(NC(=O)C2Cc3ccccc3CN2C(=O)OCc2ccccc2)c1 (stereo not drawn)	12%	-45%	-3%	0%	16%	0%	-3	-3%	-18%	2%	5%
29	CC1CCCN(C(=O)CSc2nnc(-c3ccc(O)cc3)o2)C1 (stereo not drawn)	-1%	26%	10%	9%	1%	x	-14	6%	-10%	u	-20%
30	O=C(NCCc1ccccc1)c1c(F)cccc1F	u	78%	-3%	1.4µM*	u	-1%	2	u	-1%	1.6µM*	17µM*
31	Cc1cc(/C=N/Nc2ccc([N+](=O)[O-])cn2)c(C)n1-c1cccc(C(=O)O)c1	19%	u	0%	8%	16%	0%	-15	2%	x	6%	-16%
32	COc1cccc(CN(C)S(=O)(=O)c2cccs2)c1	-3%	-2%	0%	-8%	24%	11%	21	1%	7%	-2%	-7%
33	CC(C)CCOC(=O)C[N+](C)(C)CCOC1CC2CCC1(C)C2(C)C (stereo not drawn)	-8%	-33%	1%	-11%	-3%	3%	11	-6%	u	-5%	-2%
34	CCN(CC)S(=O)(=O)c1cccc(-c2nnc(SCc3nc4ccccc4s3)o2)c1	45%	-49%	u	u	14%	10%	-5	3%	5%	14%	15µM*
35	CNC(=O)c1ccsc1NC(=O)CCS(=O)(=O)c1ccc(F)cc1	x	-53%	10%	-2%	x	x	-1	-11%	x	-3%	-1%
36	COCCCN1Cc2cccc(C(=O)O)c2C1=O	2%	53%	-6%	-6%	2%	-13%	-17	4%	6%	-2%	1%
37	CCN(CC)CCNc1nc(-c2ccccc2)nnc1C(F)(F)F	u	-1%	6%	14%	5%	-11%	1	0%	0%	0%	4%
38	COc1ccc(/C=C/C(=O)Nc2nc(C)c(C(=O)N(C)C)s2)cc1	21%	-12%	-10%	-1%	-8%	-2%	15	2%	-7%	2%	19µM*
